TAAR1 ag: human TAAR1 agonism. Q96RJ0. CHO RD-HGA16 TAAR1, Fluo-8 calcium fluorescence; vehicle wells 0%, saturating PEA agonist 100%. activation, % at 3 µM. 360,000 compounds, 0.99% hits. AID 624467;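 active = activation above the mean activation of all test compounds in the run plus 3 SD, cut at about 38% in these data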
Target sequence (Q96RJ0 whole entry, looked up): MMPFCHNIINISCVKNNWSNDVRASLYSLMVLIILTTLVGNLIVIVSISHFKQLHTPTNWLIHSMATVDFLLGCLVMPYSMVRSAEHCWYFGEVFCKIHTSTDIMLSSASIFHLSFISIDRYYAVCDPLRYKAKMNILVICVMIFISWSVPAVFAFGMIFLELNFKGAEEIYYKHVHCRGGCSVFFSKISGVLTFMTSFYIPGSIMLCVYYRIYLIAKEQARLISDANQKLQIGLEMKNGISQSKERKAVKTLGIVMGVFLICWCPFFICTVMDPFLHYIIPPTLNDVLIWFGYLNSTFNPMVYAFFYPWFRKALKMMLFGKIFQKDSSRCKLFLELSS
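Test system: RD-HGA16 (CHO) cells co-expressing Gα16 and hTAAR1 | Doses: Single dose, 3 µM | Schedule: 17-24 h seeding, 75 min 37 °C dye, 30 min RT | Evaluation: % activation from peak over basal fluorescence ratio, DMSO-to-PEA scaled | Technique: Kinetic Fluo-8 calcium fluorescence | Benchmarks: Low control DMSO, high control PEA (EC100)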
CHO-K1 Ca antag: counter-screen for M1 antagonists: effect in parental CHO-K1 cells | ATP-induced calcium, Fluo-8 fluorescence | inhibition, % at 3 µM | 360,000 compounds, 0.6% hits | AID 602250;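 active = inhibition above a per-plate cutoff, the plate's mean sample inhibition plus 3 SD, cut at about 24% in these data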;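 note: 0% = DMSO plus EC80 ATP and 100% = DMSO alone without ATP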
M1 ag parental: M1 agonist counterscreen hit in parental CHO-K1 cells; Fluo-8 calcium fluorescence; scaled to maximal ATP response, vehicle zero; activation, % at 3 µM; 360,000 compounds, 0.48% hits; AID 602248; in the data active = activation above about 15%;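 note: untransfected CHO-K1 host cells lacking M1 receptor as counterscreen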
M1 antag: human CHRM1 antagonism; inhibition, % at 3 µM; CHO-K1 hM1, Fluo-8 calcium fluorescence, ACh EC80 antagonist; P11229; 360,000 compounds, 1.3% hits;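 active = percent inhibition above its own plate's cutoff, namely the mean of that plate's compound wells plus 3 SD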;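 note: peak over basal fluorescence ratio during 140 s after agonist addition; 0% = ACh EC80 plus DMSO and 100% = DMSO alone without agonist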
Target sequence (P11229 whole entry, looked up): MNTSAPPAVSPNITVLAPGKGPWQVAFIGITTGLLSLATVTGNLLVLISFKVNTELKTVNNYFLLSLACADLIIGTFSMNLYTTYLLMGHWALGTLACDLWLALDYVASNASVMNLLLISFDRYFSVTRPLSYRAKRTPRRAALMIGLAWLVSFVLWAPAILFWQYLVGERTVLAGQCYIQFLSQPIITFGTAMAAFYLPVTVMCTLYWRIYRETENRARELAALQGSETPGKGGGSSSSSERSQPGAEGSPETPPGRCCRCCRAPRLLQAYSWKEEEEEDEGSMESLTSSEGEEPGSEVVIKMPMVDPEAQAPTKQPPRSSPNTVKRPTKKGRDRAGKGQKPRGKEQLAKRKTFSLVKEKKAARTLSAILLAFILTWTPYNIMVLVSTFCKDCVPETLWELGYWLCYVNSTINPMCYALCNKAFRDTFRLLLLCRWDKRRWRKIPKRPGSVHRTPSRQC
M1 PAM: potentiates human M1 receptor response to acetylcholine; P11229; CHO-K1 hM1, Fluo-8 calcium fluorescence, ACh EC20; 0% = ACh EC20, 100% = maximal ACh; activation, % at 3 µM; 360,000 compounds, 0.088% hits; in the data active = activation above about 19%, passing the limit was not always enough
TAAR1 antagonist: antagonists of human TAAR1; CHO RD-HGA16 TAAR1, Fluo-8 calcium fluorescence, antagonist; inhibition, % at 3 µM; 360,000 compounds, 1.5% hits; AID 624466;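 active = inhibition above a per-plate cutoff, the mean inhibition of test compounds on that plate plus 3 SD, cut at about 49% in these data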;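 note: 0% = DMSO plus EC80 beta-PEA response and 100% = DMSO alone without agonist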
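Test system – hTAAR1-expressing CHO RD-HGA16 cells, Gα16-coupled · Also added – β-PEA at EC80 concentration, post-compound challenge · Compound – 3 µM, single point · Incubation – dye loading 75 min at 37 °C, then 30 min room temperature · Measured by – Fluo-8 intracellular calcium dye fluorescence, real-time kinetic reads · Benchmarks – vehicle and agonist controls · Replicates – singlicate, one well per test compound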
CHO parental Ca: counter-screen for OX1R antagonists: effect in parental CHO cells; parental CHO-K1, ATP-induced calcium, Fluo-8 fluorescence; inhibition, % at 5.6 µM; 330,000 compounds, 0.63% hits; AID 463079;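 active = inhibition above that plate's mean sample inhibition plus 3 SD, cut at about 26% in these data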;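 note: 0% = ATP-challenged DMSO wells and 100% = DMSO wells without ATP; some compounds past the cut are filed as inactive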
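Material: Parental CHO cells | Reagent: ATP | Compound dosing: Single nominal dose of 5.6 µM per compound | Detection: Intracellular calcium via Fluo-8 no-wash fluorescent dye | Read-out: % inhibition of ATP-induced calcium mobilization | Benchmarks: Low control ATP plus DMSO, high control DMSO only | Replicates: Singlicate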
M1 ag: human M1 muscarinic receptor agonism; 360,000 compounds, 0.33% hits; CHO-K1 hM1, Fluo-8 calcium fluorescence, agonist mode; 0% DMSO, 100% acetylcholine EC100; activation, % at 3 µM;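 active = activation above the run's mean compound activation plus 3 SD, cut at about 16% in these data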;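 note: peak over basal fluorescence ratio within a 140 s kinetic read after compound addition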
CHO-K1 Ca PAM: nonselective activator or artifact in parental CHO-K1 calcium assay; AID 602247; activation, % at 3 µM; 360,000 compounds, 0.02% hits; ATP EC20, Fluo-8 calcium fluorescence; 0% at ATP EC20, 100% at ATP max;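 active = activation above the run cutoff, the mean activation of all test compounds plus 3 SD, cut at about 40% in these data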;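 note: peak over basal fluorescence ratio in a 140 s read after ATP addition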
Numbers without * were called inactive; . = not tested or not shown.

smiles,TAAR1 ag,CHO-K1 Ca antag,M1 ag parental,M1 antag,M1 PAM,TAAR1 antagonist,CHO parental Ca,M1 ag,CHO-K1 Ca PAM
COC(=O)N(C)C[C@@H]1OCc2ccccc2-c2c(n(C)c3ccccc23)C(=O)N([C@H](C)CO)C[C@@H]1C,3,-16,-0.3,-11,7,-24,.,2,19
CC(=O)Nc1ccc(S(=O)(=O)N(C)CC(=O)OCC(=O)Nc2cc(C)on2)cc1,2,-5,0.9,-5,10,-18,-5,-1,2
COc1ccccc1C(=O)n1nc(-c2ccccc2)nc1NCc1ccco1,15,-20,1.1,1,-1,19,-13,-6,12
Cc1c(C(=O)N2CCCCCC2)oc2ccccc12,0,-14,0.3,-11,10,-9,-12,-6,22
Cc1c(NC(=O)C23CC4CC(CC(C4)C2)C3)c(=O)n(-c2ccccc2)n1C,1,1,0.1,-8,0,-5,1,-3,-7
CSCCC(NC(=O)c1ccc(Cl)cc1)C(=O)OCC(=O)Nc1cc(Cl)ccc1C#N (stereo not given),5,-12,0.6,1,-5,36,-24,-6,24
COCCNC(=O)c1onc(CSc2cccc(Cl)c2)c1C(=O)O,17,-17,1.3,-6,9,-4,-1,-1,20
COc1ccc(Sc2nc(-c3ccccc3)ncc2C(=O)O)cc1,5,5,3.4,6,-3,15,-12,-7,8
O=C(O)C1C2C=CC3(O2)C1C(=O)N1c2ccccc2COC13 (stereo not given),12,-4,0.1,-32,-3,0,14,-1,8
Cc1nn(-c2ccccc2)c(C)c1/C=N/NC(=O)c1cnccn1,9,-6,0.7,-15,7,3,-5,-4,12
Cc1cc2nc(-c3ccc(=O)[nH]c3)n(Cc3ccccc3)c2cc1C,3,-9,0.2,-19,22,8,-16,0,-11
O=C(CCc1n[nH]c(=O)[nH]c1=O)N1CCCCC1,2,0,0.9,1,1,-6,-2,-3,5
COc1ccc(NC(=O)CN2CCN(CC(=O)Nc3ccc(F)cc3F)CC2)cc1,-2,-5,0.0,0,15,13,.,4,0
Cc1cccc(-n2c(C)nc3cc(C(=O)NCC4CCCO4)ccc32)c1 (stereo not given),5,-9,1.9,-7,7,-8,-17,0,22
CCCCC1=CC2=CC(=O)C(C)(OC(=O)CC)C(=O)C2=CN1CCOC (stereo not given),.,-8,0.2,-7,7,.,-5,-2,1
O=C(c1ccccc1)c1ccc(N2CCCC2)cc1,3,-3,-0.3,-9,0,0,-14,-4,11
CCc1cc2c3c(c(=O)oc2cc1OC)CCCC3,9,-4,-0.2,10,-18,23,-22,-6,18
C[C@H]1[C@H](C)CC[C@]2(C)CC[C@]3(C)C(=CC(=O)C4[C@@]5(C)CC[C@H](O)C(C)(C)C5CC[C@]43C)[C@H]12 (stereo not given in full),11,-3,0.3,-3,0,2,-13,-3,2
Cc1cc(NC(=O)c2nn3cccnc3c2Cl)no1,6,-21,1.1,-5,4,15,-11,-2,11
COc1ccc(NC(=O)c2cc3ccccc3cc2O)cc1,14,-10,0.3,-4,1,1,9,-4,10
CCc1nnc(NC(=O)c2ccc(S(=O)(=O)N3CCCCCC3)cc2)s1,19,-8,0.3,-3,5,9,-21,-1,19
O=C(NCc1cccs1)C12CC3CC(CC(C3)C1)C2,3,-9,0.8,1,0,24,-11,-12,24
O=C(NC1CCCCC1)C(c1ccco1)N(C(=O)c1csnn1)c1ccc(Cl)cc1 (stereo not given),15,-11,4.4,-8,6,6,-11,1,0
Cc1ccccc1-c1nn(-c2ccccc2)cc1C(=O)NCC(c1ccco1)N1CCCC1 (stereo not given),10,-4,0.4,10,-7,-8,-16,-8,-12
Cn1c(CSc2nc3ccccc3s2)nnc1SCC(=O)NCCCN1CCOCC1,13,-2,-0.2,-8,4,-9,-11,-6,11
O=C(COc1ccc(Cl)cc1)OCC(=O)N1CCCC1,14,-8,0.4,-10,7,9,-12,-2,20
CSCC[C@H](NC(=O)[C@@H]1CSC2c3ccccc3C(=O)N21)C(=O)NC1CCCC1 (stereo not given in full),1,-9,0.0,1,-2,-17,-19,-3,0
Cc1ncc(CN2CCC(C(=O)Nc3ccc(-n4cccn4)cc3)CC2)s1,1,-18,2.8,-12,9,-17,-10,-3,25
CSCCC(NS(=O)(=O)c1ccccc1F)C(=O)NC(C)c1ccccc1 (stereo not given),5,4,1.4,7,-3,-15,-8,-5,-11
COc1cccc(CN2CCN(C(=O)[C@H]3O[C@@H](n4cnc5c(N)ncnc54)[C@H](O)[C@@H]3O)CC2=O)c1,0,1,0.1,-18,3,5,.,-5,-11
COc1cc(C)c(NC(=S)Nc2cccc(Cl)c2)cc1OC,6,-9,0.0,-2,-1,-7,-1,-7,16
O=C(CNC(=O)c1ccco1)N/N=C/c1ccc(O)c([N+](=O)[O-])c1,2,2,-0.1,-5,6,-8,-5,-8,8
Cc1ccccc1S(=O)(=O)N1[C@@H](c2ccc(F)cc2)C(C(=O)O)=CC[C@H]1c1ccc(Cl)cc1,1,-5,0.3,20,-10,27,-16,-5,10
COc1ccc(OC)c(NC(=O)C(=O)NCc2ccncc2)c1,0,-11,0.9,0,5,-12,-2,-6,29
CCc1nc2ccc(C(=O)NCCc3ccccn3)cn2c1N(C)Cc1ccc(N(C)C)cc1,5,-4,2.5,1,-3,13,.,-7,3
CCOC(=O)C(CO)NC(=O)C1(NC(C)=O)CCCC1 (stereo not given),0,-6,3.8,-15,8,5,.,-1,13
Cc1cccc(C)c1NC(=O)CNC(=O)C(Cc1ccccc1)NC(=O)c1ccccc1 (stereo not given),6,-10,1.5,-11,9,-23,-10,3,14
Cc1cccc(N/C=C(\[N+](=O)[O-])S(=O)(=O)c2ccccc2)c1,0,-16,1.1,-6,7,-8,-19,-5,17
COc1ccc(O)c(CN2CCCC(C(=O)Nc3cccc(-n4cccn4)c3)C2)c1 (stereo not given),3,-10,3.2,0,-7,6,.,-5,7
Cc1cc(OC(C)C(=O)NCC2CCC(C(=O)O)CC2)c2c(C)c(Cc3ccccc3)c(=O)oc2c1 (stereo not given),5,8,0.7,-2,3,-7,-9,-1,-6
NC(=O)c1ccccc1NCC(=O)c1ccc(F)cc1,1,-9,2.5,-4,1,-21,-4,-4,12
CCc1ccc(NC(=O)Nc2ccon2)cc1,12,5,0.6,6,-8,-27,-5,1,-26
COC(=O)CNC(=O)CCc1nnc(C2(c3ccc(Cl)cc3)CCC2)o1,1,-10,0.8,-16,9,-29,-13,-5,15
COC(=O)C1=C(C(=O)OC)SC(=C2C(=S)C(C)(C)N(C(=O)C(C)C)c3ccccc32)S1,-4,2,0.2,-7,8,7,-12,-6,2
CC(=O)OCC(C)n1c(=O)c2ccccc2n1C(C)=O (stereo not given),2,-23,0.4,.,.,-12,.,.,25
Fc1ccc(NC(=S)Nc2cccc(Cl)c2)cc1,14,6,3.3,-6,0,2,-3,1,9
Cn1cnnc1SCc1ccc(C#N)cc1Cl,3,-2,-0.4,-19,0,-11,-6,-6,-2
Clc1ccc(Oc2nc(N3CCOCC3)nc(N3CCOCC3)n2)cc1,5,-5,0.3,-3,4,-1,-5,-3,16
COc1ccc2[nH]c3c(c2c1)CCN1C(=O)C(CC(=O)NCC24CC5CC(CC(C5)C2)C4)C[C@H](C(=O)N(C(C)C)C(C)C)[C@@]31C (stereo not given in full),-2,0,-0.8,-17,11,-31,-38,-11,2
Cc1nc2ccccc2c(=O)n1/N=C/c1ccccc1,3,-22,0.8,-5,2,4,-14,-3,28
OCCN1CCN(c2ncnc3nc[nH]c23)CC1,1,4,0.5,3,6,6,3,1,11
COCCCN(C(=S)Nc1ccc(C)cc1Cl)C(C)c1ccncc1 (stereo not given),4,-12,0.3,-11,12,-6,-7,-4,14
CC1(C)CC(=O)C/C(=N/Nc2nc3ccccc3s2)C1,2,-10,1.7,4,3,-17,-26,-4,27
Cc1ccc(-c2c(C(=O)N/N=C/c3cccs3)nnn2-c2nonc2N)cc1,.,-15,13,-21,21,.,-10,18*,24
Cc1ccc(OCC(=O)NNC(=O)c2cc3ccccc3o2)cc1,32,-1,-0.2,-6,4,-1,-8,-5,-3
Cc1cc(C(=O)NCc2ccc3c(c2)OCO3)ccc1[N+](=O)[O-],-1,-12,23*,-2,4,13,3,4,8
COc1ccccc1-c1c(C(F)(F)F)oc2c(CN(C)C)c(O)ccc2c1=O,2,-10,0.5,-17,15,-5,-7,1,22

3 compounds already listed, arranged by the number in M1 antag, highest first:
SMILES | M1 antag
OCCN1CCN(c2ncnc3nc[nH]c23)CC1 | 3
Cc1nc2ccccc2c(=O)n1/N=C/c1ccccc1 | -5
Cc1ccc(OCC(=O)NNC(=O)c2cc3ccccc3o2)cc1 | -6
